# Assay outcomes as filed in PubChem.
# PV pol inh: poliovirus RdRp elongation inhibitors, primary screen, biochemical, fluorescence polarization, total intensity; Genome polyprotein (Poliovirus type 1 (strain Mahoney)), P03300; poliovirus polymerase elongation; stronger effect = lower value; % elongation, % (compound at 16.7 µg/mL); actives 0.66% (n = 150,000); in the data active = % elongation below about 90%; note: some results filed as inactive read as strong as hits
# Target sequence (P03300 1749-2209 limits assumed): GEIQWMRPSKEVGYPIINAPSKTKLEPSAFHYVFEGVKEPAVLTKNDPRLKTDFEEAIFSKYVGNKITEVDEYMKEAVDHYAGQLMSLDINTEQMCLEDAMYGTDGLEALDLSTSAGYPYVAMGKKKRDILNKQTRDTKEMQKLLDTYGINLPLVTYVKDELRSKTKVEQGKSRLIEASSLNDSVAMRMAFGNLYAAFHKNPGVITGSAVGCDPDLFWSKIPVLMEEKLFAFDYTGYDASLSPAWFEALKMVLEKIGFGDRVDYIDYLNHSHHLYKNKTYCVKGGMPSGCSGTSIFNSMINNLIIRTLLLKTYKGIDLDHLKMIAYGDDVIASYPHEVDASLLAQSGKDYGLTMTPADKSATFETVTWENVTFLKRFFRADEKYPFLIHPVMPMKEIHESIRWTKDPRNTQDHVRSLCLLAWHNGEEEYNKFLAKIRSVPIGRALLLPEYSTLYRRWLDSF
# PV pol inh FP z-score: recorded beside PV pol inh, whose call it bears; z-score; measured here: FP z-score; hits read low
# Numbers without * were called inactive.
SMILES,PV pol inh,PV pol inh FP z-score
COc1ccc(-n2c(=O)c3c4c(sc3n(C)c2=O)CN(C(C)=O)CC4)cc1,105,0.1
CCOc1ccc(C=Nc2ccc3sc(C)nc3c2)cc1,102,0.1
O=C(Nc1ccc2nc(SCC(=O)N3CCc4ccccc43)sc2c1)c1ccc(F)cc1,109,0.4
CCN(CC)S(=O)(=O)c1cccc(-c2nn(CN3CCN(c4ccc(O)cc4)CC3)c(=S)o2)c1,100,-0.4
COC(=O)c1cc(-c2cccs2)nc2ccccc12,101,-0.1
Cc1c(CCC(C)C)c(NCCN2CCOCC2)n2c(nc3ccccc32)c1C#N,101,0
Cc1[nH]c2ccccc2c1C(=O)COC(=O)C1CC(=O)N(Cc2ccco2)C1 (configuration not stated),91,-0.7
O=C1OC2(O)C3C4C=CC(C4)C3C(=O)N2c2ccccc21 (configuration not stated),102,0.2
COc1ccc(NC(=O)CC2C(=O)N(c3ccc(C)cc3)C(=O)N2C2CCCCC2)cc1 (configuration not stated),102,-0.3
CCC(C)NC(=O)CN1CCc2cc(-c3csc(C)n3)ccc21 (configuration not stated),109,0.7
O=C(Cn1nc(Cc2cccnc2)c2ccccc2c1=O)Nc1ccc(Oc2ccccc2)cc1,103,0.4
O=C(c1cnn2c1NC(c1cccs1)CC2C(F)(F)F)N1CCSCC1 (configuration not stated),103,0.3
CNC(=O)c1cn2c3c(ccc(Cl)c3c1=O)OC(C)C2 (configuration not stated),100,-0.5
CCC1(C)NC(=O)N(/N=C/C2CC=CCC2)C1=O (configuration not stated),99,-0.2
CS(=O)(=O)N1CCN(S(=O)(=O)c2ccccc2)CC1,101,-0.2
Cc1noc(C)c1NC(=O)NC1CCCCNC1=O (configuration not stated),103,0.1
N#CCCn1cc(C=C2C(=O)NC(=O)NC2=O)c(-c2ccccc2)n1,101,-0.2
CNC(=O)c1ccccc1S(=O)c1cccc2cccc(C(=O)O)c12 (configuration not stated),94,-1.3
CC(C)c1ccc(OC(=O)c2cc(-c3ccccc3)on2)cc1,105,-0.5
CN(Cc1ccccc1)c1ccc(-c2nc(-c3ccncc3)no2)cc1[N+](=O)[O-],106,-0.3

# One compound at a time, from the list above.
# Shown for CCC1(C)NC(=O)N(/N=C/C2CC=CCC2)C1=O (configuration not stated) = PV pol inh: 99; PV pol inh FP z-score: -0.2
# Shown for O=C(c1cnn2c1NC(c1cccs1)CC2C(F)(F)F)N1CCSCC1 (configuration not stated) = PV pol inh: 103; PV pol inh FP z-score: 0.3

# Continued:
SMILES,PV pol inh,PV pol inh FP z-score
CCNc1nc(CN2CCOCC2)nc2scc(-c3ccccc3)c12,102,0.1
O=C1CCCCC1Sc1nc2sccc2c(=O)n1-c1ccccc1 (configuration not stated),101,-0.3
O=C(O)CCS(=O)(=O)c1ccc2c(c1)OCCO2,101,-0.2
Cc1nc2c(-c3ccc(F)cc3)c(C)nn2c(C)c1CCC(=O)NCc1cccc(Cl)c1,103,-0.5
CC1CCCN(S(=O)(=O)c2cccc(S(C)(=O)=O)c2)C1 (configuration not stated),100,-0.9
COc1ccc(C(=O)NCC(c2cccs2)S(=O)(=O)c2ccc(C)cc2)cc1 (configuration not stated),112,1.1
COc1ccc2c(c1)c1c(c(=O)n(-c3cccc(Cl)c3)c(=O)n1CC(=O)NCC1CCCO1)n2C (configuration not stated),104,-0.8
CCC(=O)Oc1ccc(C#N)cc1OC,100,-0.3
O=C(CN1c2ccccc2Sc2ccccc21)N/N=C/c1ccco1,101,0
NC(=O)C1CCN(C(=O)c2ccccc2)CC1,102,0.3

# Pulled by compound from above:
SMILES,PV pol inh,PV pol inh FP z-score
CCNc1nc(CN2CCOCC2)nc2scc(-c3ccccc3)c12,102,0.1
O=C(CN1c2ccccc2Sc2ccccc21)N/N=C/c1ccco1,101,0
O=C1CCCCC1Sc1nc2sccc2c(=O)n1-c1ccccc1 (configuration not stated),101,-0.3
NC(=O)C1CCN(C(=O)c2ccccc2)CC1,102,0.3
Cc1nc2c(-c3ccc(F)cc3)c(C)nn2c(C)c1CCC(=O)NCc1cccc(Cl)c1,103,-0.5

# Next section:
SMILES,PV pol inh,PV pol inh FP z-score
C/C(=N\N=c1/sc2ccccc2n1C)c1ccc(S(=O)(=O)NCc2ccco2)cc1,104,0
O=C(NCCSc1nnnn1-c1ccccc1)Nc1ccccc1,104,0.3
Cc1ccc(NC(=O)c2ccc(-c3cccc(Cl)c3C)o2)cc1,105,0
Cc1cccc(-c2nnc(SCc3nc4sc5c(c4c(=O)[nH]3)CCC(C)C5)n2C)c1 (configuration not stated),107,0.7
O=c1[nH]c(=S)[nH]c2nc(-c3cccs3)cc(C(F)(F)F)c12,91,-1.1
COc1ccc(N2CCN(C(CNC(=O)c3ccc(C)cc3)c3ccc4c(c3)OCO4)CC2)cc1 (configuration not stated),108,0.1
Cc1csc2nc(CSCC(=O)N3CC(C)CC(C)C3)cc(=O)n12 (configuration not stated),105,0.3
CC1CCN(C(=O)CCCC(=O)O)CC1,107,0.4
CC(CNC(=O)C1CCN(C(=O)c2cc3sccc3n2C)CC1)c1ccccc1 (configuration not stated),107,0.4
N#C/C(=C\c1c(Oc2ccc(F)cc2)nc2ccccn2c1=O)c1nc2ccccc2s1,90,-2.8
COC(=O)c1ccccc1NC(=O)CCCn1c(C)c2cnn(-c3ccccc3)c(=O)c2c1C,105,-0.2
Nc1cccc(/C=C/c2ccncc2)c1,103,0.4
COc1cccc(/C=C/C(=O)OCC(=O)N2CCC(C)CC2)c1,100,-0.1
O=C(O)c1cc(-n2c(/C=C\c3ccc(F)cc3)nc3ccccc3c2=O)ccc1Cl,110,0.4
Cc1ccccc1Nc1nc(N)nc(CSCC(=O)N2CCc3ccccc32)n1,105,0.2
Cc1nonc1NC(=O)CSc1ccccn1,104,1.3
Clc1cccc(NCc2cccc3c2CN(CC2CCCO2)C3)c1 (configuration not stated),99,-2.1
CCN1CCc2nc3sc(C(=O)Nc4ccccc4)c(N)c3cc2C1,100,0
COc1ccc(-c2noc(N3CCC(C(=O)N4CCN(c5ccccc5OC)CC4)CC3)n2)cc1,105,-0.6
CCOC(=O)c1c(S(=O)(=O)N2CCC(C(=O)Nc3ncccc3C)CC2)c(C)n(C)c1C,111,0.9
O=C(C1CCCN(c2ncnc3onc(-c4ccc(F)cc4)c23)C1)N1CCCCC1 (configuration not stated),104,0.3
CCN1CCC(N2CCCCC2)CC1,101,0.3
Fc1cccc(-n2ncc3c2ncn2nc(-c4ccccc4Cl)nc32)c1,117,0.2
Cc1cc(C)nc(NCCCC(=O)O)n1,93,-2.8
c1ccc(CN=C2NN=C(c3ccccc3)CS2)cc1,107,0.4
Cc1ccc2onc(CC(=O)N3CCN(c4cc(Cl)ccc4C)CC3)c2c1,104,-0.4
CCCN(CCC)C(=O)Cn1c(=O)n(CCCCCC(=O)NCc2ccccc2Cl)c(=O)c2sccc21,105,0
CCSc1nc2sccc2c(=O)n1-c1ccccc1,103,0
COc1ccccc1C(=O)Oc1ccc2sc(=O)oc2c1,100,-0.1
Cc1cccc(C)c1N(CC(=O)NN=C1CCCCCC1)S(C)(=O)=O,101,-0.2
COc1ccc(CCNC(=O)c2ccc3c(c2)ncn3-c2ccc(C(C)C)cc2)cc1OC,107,0.4
Nc1ncc(S(=O)(=O)NCc2ccccc2)cn1,104,-0.7
COc1cc([C@@H]2c3cc4c(cc3C(OC3O[C@@H]5COC(C)O[C@H]5[C@H](O)[C@H]3O)C3COC(=O)[C@@H]32)OCO4)cc(OC)c1O (some centres not stated),101,0.2
COc1cc2c(=O)n(CCC(=O)NCC3CCCO3)c(=O)n(CC(=O)Nc3ccc(C)cc3)c2cc1OC (configuration not stated),104,-0.4
Cc1ccccc1NC(=O)c1c2c(nc3ccccc13)C(=O)N(C1CCCCC1)C2,112,0.5
Cc1cc(C)cc(NC(=O)C2CCN(c3nc4ccccc4nc3C(F)(F)F)CC2)c1,106,-0.1
CC1CCN(CC(=O)NCc2ccccc2)CC1,101,0.1
CC(C)C(C)NC(=O)COc1nc2ccccc2nc1N(C)C1CCCCC1 (configuration not stated),108,0.8
CCCC(C(=O)O)n1cnnn1 (configuration not stated),101,-0.1
CCc1cccc(CC)c1NC(=O)c1c(C)oc2ccc(O)c(CN3CCN(C)CC3)c12,105,-0.5

# By substructure: the entries above containing an NH in an aromatic ring.
SMILES,PV pol inh,PV pol inh FP z-score
Cc1[nH]c2ccccc2c1C(=O)COC(=O)C1CC(=O)N(Cc2ccco2)C1 (configuration not stated),91,-0.7
Cc1cccc(-c2nnc(SCc3nc4sc5c(c4c(=O)[nH]3)CCC(C)C5)n2C)c1 (configuration not stated),107,0.7
O=c1[nH]c(=S)[nH]c2nc(-c3cccs3)cc(C(F)(F)F)c12,91,-1.1

# Continued.
SMILES,PV pol inh,PV pol inh FP z-score
COC(=O)CCCCC1SCC(NC(=O)c2ccccc2)C1OC(C)=O (configuration not stated),104,0.6
O=Nc1c(O)n(CN2CCCCC2)c2ccccc12,102,0.2
CN1C(=O)/C(=C/c2ccccc2OCc2ccc(C(=O)O)cc2)NC1=S,101,0
CCNC(=S)N1CCN(CCN=Cc2c(O)[nH]c(=O)[nH]c2=O)CC1,100,-0.3
O=C1NCCCCC1NC(=S)Nc1ccccc1 (configuration not stated),97,-1.6
Nc1ccnn1Cc1ccsc1,102,-0.2
Cc1ccccc1CNC(=O)c1ccc(Cn2c(SCc3ccccc3)nc3cccnc32)cc1,112,0.4
O=C(O)CCCc1nnc2c(=O)n(-c3ccc(Cl)cc3)ccn12,100,-0.2
CCCOC(=O)c1c(NC(=O)c2cc3nc(-c4ccc(OC)cc4)cc(C(F)(F)F)n3n2)sc2c1CCCC2,103,0.1
COc1ccccc1-c1nnc(SCC(=O)c2cc(C)n(C)c2C)n1C,106,0
CC1CN(c2ncnc3c2cnn3-c2ccccc2)CC(C)O1 (configuration not stated),101,0.1
Cc1cccc(OC(=O)c2cc(-c3ccc(Cl)cc3)on2)c1C,106,-0.1
Cc1cc(C)nc(SCC(=O)OCC(=O)c2ccc3[nH]c(=O)[nH]c3c2)n1,101,-0.2
CSc1nnc(SC2CC(=O)N(c3cc(Cl)cc(Cl)c3)C2=O)s1 (configuration not stated),108,0.6
CN[C@H]1CC[C@@H](c2ccc(Cl)c(Cl)c2)c2ccccc21,102,0.4
N=C1SCC(=O)N1c1nccs1,102,0.1
N#Cc1ccccc1NC(=O)C(=O)NCC(c1cccnc1)N1CCc2ccccc2C1 (configuration not stated),115,1.6
Cc1c(C(=O)O)oc2ccc(S(=O)(=O)N3CCCCCC3)cc12,102,0.4
COc1ccc(NC(=O)c2ccccc2OCc2ccccc2)cn1,101,-0.6
CCn1c(SCC(=O)N2c3ccccc3Sc3ccccc32)nnc1-c1ccco1,100,0
COc1cccc(CNC(=O)c2cnc(N3CCCCC3)c3ccccc23)c1,111,0.9
CCc1oc2cc(OC(C)=O)ccc2c(=O)c1-c1ccc2c(c1)OCCO2,101,0
CCOc1ccc(C(=O)Nc2ccc3c(c2)CCCN3S(=O)(=O)c2ccc(C)cc2)cc1,109,0.6
O=C(CC(=O)NCc1ccc(Cl)cc1)NCc1ccc(Cl)cc1,103,0.2
N#CC(C#N)=Cc1ccc(OC(F)F)cc1,98,-0.5
Cc1c(Cl)cccc1NC(=O)CCS(=O)(=O)c1ccc(Br)s1,106,0.5
CC(C)(C)C1CCC(C(=O)OCC(=O)N2CCOCC2)CC1 (configuration not stated),97,-2.2
NC(=O)NO,101,0.4
CCCN1C(=O)c2ccc(C(=O)Nc3cc(OC)c(OC)cc3C(=O)O)cc2C1=O,101,0.2
Cc1cccc(OCC(=O)Nc2ccc3nc(Nc4cccc(Cl)c4)cc(C)c3c2)c1,97,-1.8
CCCCc1nc(OCC(=O)c2ccccc2)c(C#N)c2c1COC(C)(C)C2,108,0.5
CSc1ncnc2sc(-c3ccccc3)cc12,98,-0.5
CCc1ccc(NC(=O)Cn2cc(S(=O)(=O)N3CCCC3)c(S(=O)(=O)N3CCCC3)c2)cc1,107,-0.2
CC1(C)Cc2ccccc2-c2nc(-c3ccccc3)n(CCO)c(=O)c21,102,0.2
O=C(/C=C/c1cccs1)NCCCN1CCOCC1,102,0.3
CCOC(=O)c1[nH]c(C(=O)O)c(C(=O)OCc2ccccc2)c1CCC(=O)O,102,-0.1
CCc1nc2ccc(C(=O)N3CCN(c4cccc(OC)c4)CC3)cc2nc1CC,108,0.4
Cc1cc(C(=O)CSc2ncn[nH]2)c(C)n1CC(F)(F)F,106,0.4
CC1CCC(NC(=O)CCc2cn(Cc3ccc(F)cc3)c3ccccc23)CC1 (configuration not stated),104,-0.6
CCOC(=O)N1CCc2c(sc3c2C(=O)NC(c2ccccc2F)N3)C1 (configuration not stated),103,-0.1
O=C(COC(=O)C12CC3CC(CC(C3)C1)C2)Nc1cc(F)ccc1F,101,0
COc1ccc2c(C)nc(/N=C(/N)NC(=O)c3ccccc3)nc2c1,104,0.5
Cc1ccc(NC(=O)COc2ncnc3ccccc23)cc1C,99,-1.1
OCc1cn(CC(O)COc2ccccc2Cl)c2ccccc12 (configuration not stated),101,-1.1
COC(=O)CSc1nnc2[nH]c(=O)cc(C)n12,105,0.9
N#Cc1ccc2c(c1)nc1c3cccc4cccc(c(=O)n21)c43,94,-2.8
O=S(=O)(c1ccccc1)c1ccc2c(c1)Sc1ccccc1N2,101,-0.2
CCOC(=O)N1CCN(C(=O)Cc2cccs2)CC1,105,0.8
CCC(Cc1ccccc1)NC(=O)c1ccco1 (configuration not stated),99,-0.3
O=C(NC(=O)C(F)(F)F)NC1(C(F)(F)F)OCCO1,98,-0.2
COCCCNC(=O)c1sc2nc(C)c(C(=O)Nc3ccc(C)cc3C)c(-c3ccccc3Cl)c2c1N,109,1
CCOc1cc(C(=O)CCC(=O)NCc2ccco2)ccc1O,105,0.4
Cc1cc(C)c(C#N)c(=N)o1,55*,-5.4*

# Some of the compounds tested, so the mix of outcomes need not match the whole.
